High-throughput results deposited in PubChem BioAssay by several laboratories.
CRFR2-BP ag: CRF-BP/CRF-R2 complex agonism; HEK293 CRF-R2/CRF-BP, calcium dye fluorescence (FLIPR); percent of saturating CRF peptide response; hit rate 0.46% among 350,000; activation, % at 13.2 µM;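 active = activation of at least 50%, plus an integration ratio under a set limit after plate pattern correction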;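 also: plate controls were neutral control wells without compound for no effect and CRF at EC100 for full effect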
CHRM5 agonist: CHRM5 agonism in calcium assay. CHO-K1 hM5 cells, Fluo-8 calcium fluorescence; 0% DMSO wells, 100% maximal acetylcholine response. activation, % at 3 µM. hit rate 0.19% among 360,000. AID 624037;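 active = activation above the run's mean over test compounds plus 3 SD, cut at about 23% in these data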;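 also: signal is peak over basal fluorescence ratio across the kinetic read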
Target sequence (P08912 whole entry, looked up): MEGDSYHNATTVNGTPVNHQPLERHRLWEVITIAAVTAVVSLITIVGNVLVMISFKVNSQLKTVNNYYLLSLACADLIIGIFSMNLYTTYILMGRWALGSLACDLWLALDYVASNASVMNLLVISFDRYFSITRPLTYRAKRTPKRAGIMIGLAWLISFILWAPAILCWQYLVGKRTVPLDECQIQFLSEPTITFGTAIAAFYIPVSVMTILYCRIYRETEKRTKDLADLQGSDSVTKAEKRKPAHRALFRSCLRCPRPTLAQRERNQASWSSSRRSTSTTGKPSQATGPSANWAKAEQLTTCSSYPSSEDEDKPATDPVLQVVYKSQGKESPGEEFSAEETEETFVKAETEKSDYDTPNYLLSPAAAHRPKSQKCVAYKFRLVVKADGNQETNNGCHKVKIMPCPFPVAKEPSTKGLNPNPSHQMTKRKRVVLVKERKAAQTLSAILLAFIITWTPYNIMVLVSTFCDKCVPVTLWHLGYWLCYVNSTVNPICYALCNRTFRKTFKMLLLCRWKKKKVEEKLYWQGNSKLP
M1 antag: antagonists of human M1 muscarinic receptor; hit rate 1.3% among 360,000; CHO-K1 hM1, Fluo-8 calcium fluorescence, ACh EC80 antagonist; P11229; inhibition, % at 3 µM;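 active = percent inhibition above its own plate's cutoff, namely the mean of that plate's compound wells plus 3 SD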;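 also: peak over basal fluorescence ratio during 140 s after agonist addition; 0% = ACh EC80 plus DMSO and 100% = DMSO alone without agonist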
M4 antag: CHRM4 antagonism in calcium assay; AID 624125; CHO-hM4 cells, ACh EC80, Fluo-8 calcium fluorescence; hit rate 0.73% among 360,000; inhibition, % at 3 µM; P08173;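 active = inhibition above its plate's cutoff, the mean inhibition of sample wells plus 3 SD, cut at about 27% in these data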;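 also: 0% = acetylcholine EC80 with DMSO and 100% = DMSO without agonist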
M4 PAM: CHRM4 positive allosteric modulation. hit rate 0.4% among 360,000. activation, % at 3 µM. CHO-K1 hM4/Gqi5, Fluo-8 calcium fluorescence, ACh EC20; 0% = ACh EC20, 100% = maximal ACh;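 active = activation above its plate's cutoff, the mean activation of sample wells plus 3 SD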; also: some results filed as inactive read as strong as hits
CHRM1 PAM: potentiates human M1 receptor response to acetylcholine; P11229; hit rate 0.088% among 360,000; activation, % at 3 µM; AID 588819; CHO-K1 hM1, Fluo-8 calcium fluorescence, ACh EC20; 0% = ACh EC20, 100% = maximal ACh; in the data active = activation above about 19%, passing the limit was not always enough
CHRM5 PAM: potentiates acetylcholine response at human M5 receptor; CHO-K1 hM5, Fluo-8 calcium, ACh EC20 PAM; 0% = ACh EC20, 100% = ACh EC100; activation, % at 3 µM; hit rate 0.3% among 360,000;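 active = activation above the run cutoff, the mean activation of all test compounds plus 3 SD, cut at about 18% in these data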
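System – CHO-K1 hM5 cells · Compound – 3 µM, single dose · Incubation – compound preincubation 140 s before EC20 acetylcholine addition · Technique – Fluo-8 calcium fluorescence · Measure – Max/basal fluorescence ratio as % of EC20–EC100 ACh window · Benchmarks – low control EC20 acetylcholine (0%), high control EC100 acetylcholine (100%) · Replication – singlicate, one well per test compound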
CHRM4 agonist: CHRM4 agonism in calcium assay | CHO-K1 hM4/Gqi5, Fluo-8 calcium fluorescence; vehicle 0%, full acetylcholine response 100% | hit rate 0.14% among 360,000 | activation, % at 3 µM | AID 624127;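 active = activation above the run mean over all test wells plus 3 SD, cut at about 32% in these data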;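 also: peak over basal fluorescence ratio per well then scaled between controls; 0% = DMSO wells and 100% = acetylcholine at EC100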
M5 antag: antagonists of human muscarinic M5 receptor (CHRM5); P08912; CHO-hM5 cells, Fluo-8 calcium fluorescence, ACh EC80; inhibition, % at 3 µM; hit rate 0.59% among 360,000;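 active = inhibition above a per-plate cutoff, the mean of that plate's test compounds plus 3 SD, cut at about 27% in these data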;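 also: 0% = acetylcholine EC80 with DMSO and 100% = DMSO without agonist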
Starred values were filed as active, the others as inactive; . = not tested or not shown. The order is random, and some 2.8% of all compounds hit somewhere here.

compound	CRFR2-BP ag	CHRM5 agonist	M1 antag	M4 antag	M4 PAM	CHRM1 PAM	CHRM5 PAM	CHRM4 agonist	M5 antag
CC(=O)Nc1ccc(S(=O)(=O)N2CCC(NC(=O)C(Cc3cccn3C)NC(C)=O)CC2)cc1 (centres undefined)	-0.5	-0.1	-1.9	-2.8	10.9	5.6	27.7*	0.7	3.3
CSc1ccc(S(=O)(=O)NCCCn2ccnc2)cc1	0.4	-3.2	-11.5	-0.1	-0.3	12.7	-3.3	1.6	3.3
CCOC(=O)N1CCN(CC(=O)N2CCC(C(N)=O)CC2)CC1	2.3	-1.0	2.9	-3.4	-4.1	0.9	-2.4	-0.3	3.2
Cc1ccc(-c2cnc(C3CC3)o2)cc1S(=O)(=O)Nc1ccccc1	-1.6	-3.5	-11.6	-13.5	-0.2	8.0	-1.3	0.1	-0.4
CCCOc1ccc(-c2nc(SCc3ccccc3)[nH]c(=O)c2C#N)cc1OC	0.9	-1.2	-13.0	-1.7	2.5	7.2	-0.1	2.7	1.7
Cc1cc(C)c2cc(C)c3nnc(SCC(=O)NCc4ccc5c(c4)OCO5)n3c2c1	1.7	0.1	-2.7	2.1	2.8	6.0	2.9	0.3	-2.6
O=C(c1ccc(F)cc1)N1CCC2(CC1)NCCc1[nH]cnc12	6.3	-4.1	-9.2	-3.8	1.2	7.9	3.2	-0.3	2.7
Cn1nnnc1-c1cc(Cl)cc(Cl)c1	-0.7	-3.0	-4.4	-17.0	5.6	8.7	-3.1	2.6	-5.2
Cc1ccc(C)c(S(=O)(=O)N(C(=O)c2ccncc2)c2ccc(OC(=O)c3ccncc3)cc2)c1	-0.6	3.7	4.8	0.0	5.2	3.9	5.0	1.1	1.2
Cc1nc(SCC(=O)Nc2nnc(C(C)C)s2)n[nH]1	-0.3	-2.9	-1.7	-13.4	3.7	-1.0	-1.4	0.7	6.7

The list goes on (two carried over from the part before).
compound	CRFR2-BP ag	CHRM5 agonist	M1 antag	M4 antag	M4 PAM	CHRM1 PAM	CHRM5 PAM	CHRM4 agonist	M5 antag
Cc1ccc(C)c(S(=O)(=O)N(C(=O)c2ccncc2)c2ccc(OC(=O)c3ccncc3)cc2)c1	-0.6	3.7	4.8	0.0	5.2	3.9	5.0	1.1	1.2
Cc1nc(SCC(=O)Nc2nnc(C(C)C)s2)n[nH]1	-0.3	-2.9	-1.7	-13.4	3.7	-1.0	-1.4	0.7	6.7
O=C1COc2ccc(S(=O)(=O)N3CCC(C(=O)NCc4ccc(F)cc4)CC3)cc2N1	0.6	-4.2	-9.5	-4.9	0.8	0.1	-8.9	1.1	8.9
CC(C)(C)C(=O)COC(=O)c1cc(-c2cccnc2)nc2ccccc12	1.0	-4.1	11.6	2.1	-5.0	-4.8	-4.3	8.6	11.7
CCOC(=O)c1cnc2nc(C(F)(F)F)[nH]n2c1=O	0.3	-0.2	-8.0	2.0	-2.8	6.2	-0.2	-0.4	2.1
Cc1nc2ccccc2n1CC(O)COC1CCCCC1 (centres undefined)	-2.3	-2.2	15.5	16.2	-15.2	-8.7	-6.2	4.8	12.1
Cc1c(Cl)cccc1NC(=O)CN1CCC(C(O)(c2ccccc2)c2ccccc2)CC1	0.9	-2.5	4.5	6.5	-0.9	-3.6	-3.0	1.1	7.8
Cc1ccc(C(=O)NC2CCCCCC2)cc1S(=O)(=O)N1CCOCC1	-1.9	-3.2	-3.0	-0.7	5.3	12.5	1.1	1.7	2.9
Cc1ccc(NC(=O)COc2ccccc2)c(NC(=O)c2ccco2)c1	-0.4	-1.7	-14.5	-9.7	2.0	7.9	2.2	4.1	-5.5
Cc1ccc(C2=NN(C(=O)C3CCCO3)C(c3ccco3)C2)cc1 (centres undefined)	-1.3	-10.5	-16.3	-2.9	0.6	10.4	-4.0	-1.5	8.0
O=C(NCC1CCN(Cc2ccc(Cl)cc2)CC1)C1CCCN(c2ncnc3c2nc2n3CCCCC2)C1 (centres undefined)	-0.6	-8.9	102.8*	83.8*	-23.3	-41.1	-4.4	10.0	10.2
COC(=O)c1ccccc1NC(=S)N1CCOCC1	-1.4	3.8	-2.0	-5.8	0.5	11.3	12.6	0.5	-0.5

Fetched by structure from the entries so far (6):
compound	CRFR2-BP ag	CHRM5 agonist	M1 antag	M4 antag	M4 PAM	CHRM1 PAM	CHRM5 PAM	CHRM4 agonist	M5 antag
O=C(NCC1CCN(Cc2ccc(Cl)cc2)CC1)C1CCCN(c2ncnc3c2nc2n3CCCCC2)C1 (centres undefined)	-0.6	-8.9	102.8*	83.8*	-23.3	-41.1	-4.4	10.0	10.2
COC(=O)c1ccccc1NC(=S)N1CCOCC1	-1.4	3.8	-2.0	-5.8	0.5	11.3	12.6	0.5	-0.5
O=C1COc2ccc(S(=O)(=O)N3CCC(C(=O)NCc4ccc(F)cc4)CC3)cc2N1	0.6	-4.2	-9.5	-4.9	0.8	0.1	-8.9	1.1	8.9
Cc1ccc(C2=NN(C(=O)C3CCCO3)C(c3ccco3)C2)cc1 (centres undefined)	-1.3	-10.5	-16.3	-2.9	0.6	10.4	-4.0	-1.5	8.0
Cc1ccc(C(=O)NC2CCCCCC2)cc1S(=O)(=O)N1CCOCC1	-1.9	-3.2	-3.0	-0.7	5.3	12.5	1.1	1.7	2.9
Cc1nc2ccccc2n1CC(O)COC1CCCCC1 (centres undefined)	-2.3	-2.2	15.5	16.2	-15.2	-8.7	-6.2	4.8	12.1

Next records follow.
Short keys: A = CRFR2-BP ag; B = CHRM5 agonist; C = M1 antag; D = M4 antag; E = M4 PAM; F = CHRM1 PAM; G = CHRM5 PAM; H = CHRM4 agonist; I = M5 antag
Cn1c(=O)[nH]c(=O)c2c1nc(Br)n2Cc1ccccc1F
  A: -0.9	B: 0.7	C: -21.1	D: 1.7	E: 3.2	F: 6.4	G: 4.9	H: 1.9	I: 0.5
Cc1cccc(NC(=O)COc2ccc(/C=C\c3[nH]c(=O)[nH]c(=O)c3[N+](=O)[O-])cc2)c1
  A: -0.2	B: -1.6	C: 2.5	D: 9.2	E: 1.6	F: 11.0	G: -2.2	H: 0.2	I: 0.6
CCc1cc2cc(C)cc(C)c2nc1SCC(=O)Nc1cc(C)on1
  A: 1.2	B: -1.0	C: 4.9	D: 2.9	E: 9.2	F: 4.5	G: 2.9	H: 0.8	I: 0.4
Cc1nnc2ccc(N3CCN(c4ccccn4)CC3)nn12
  A: -0.5	B: 2.2	C: -0.5	D: -6.3	E: 0.7	F: 0.7	G: -3.4	H: -2.1	I: 4.6
COc1ccc(CN2CCC[C@]3(N[C@H](c4ccc(C(F)(F)F)cc4)[C@@H]4C(=O)N(Cc5ccccc5)C(=O)[C@@H]43)C2=O)cc1
  A: 2.2	B: -1.1	C: -4.2	D: 2.0	E: -4.2	F: -4.7	G: -0.4	H: 1.4	I: 1.4
CC(C)NC(=O)C1C(c2ccc(C(F)(F)F)cc2)=Nc2ccccc2N1C(=O)c1cccc(C(F)(F)F)c1 (centres undefined)
  A: .	B: -3.1	C: .	D: -10.2	E: -6.2	F: .	G: 1.5	H: 0.7	I: -21.2
Cc1c(C(=O)N2CCN(c3ncccn3)CC2)oc2ccc(F)cc12
  A: 2.3	B: 4.0	C: 0.9	D: -11.3	E: 0.3	F: -0.5	G: 1.1	H: 9.4	I: 9.1
